Source: PubChem BioAssay
NLRP3 yeast inh – NALP3 inhibition in yeast; inhibition, % at 10 µM; Yeast reconstituted NLRP3/ASC/caspase-1, beta-gal luminescence, 24 h; AID 2825; hit rate 0.39% among 330,000;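 active means inhibition of 50% or more; inactive means inhibition below 50%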;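 further: plate controls were induced DMSO wells for no effect and uninduced yeast grown without galactose for full effect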
GRIN3A LBD mod – modulators (binders) of human NR3A ligand-binding domain; NR3A LBD differential scanning fluorimetry, Tm shift; 0% = protein alone, 100% = glycine-bound protein; Tm shift relative to glycine control, % at 25 µM; hit rate 2.5% among 340,000; AID 1259313;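 active means melting temperature shift of at least 10% of the positive control shift, at one fixed dose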
tim23-1 inh – inhibits growth of tim23-1 mutant yeast | S. cerevisiae tim23-1 growth, BacTiter-Glo luminescence, 24 h | inhibition, % at 20 µM | hit rate 1.3% among 330,000 | AID 463212;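 active means growth inhibition of the mutant yeast at or above 50%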;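 further: temperature-sensitive mutant grown at 25 °C; plate controls were DMSO-treated mutant yeast for no effect and medium wells lacking yeast for full effect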
tim10-1 inh – growth inhibitors of tim10-1 mutant yeast; S. cerevisiae tim10-1 ts strain growth, BacTiter-Glo, 24 h; hit rate 2.2% among 330,000; AID 463190; inhibition, % at 20 µM;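 active means inhibition of at least 40%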;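 further: mutant grown at 25 °C; 0% = DMSO wells with yeast and 100% = wells holding no yeast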
XBP1 UPR activ – adaptive UPR (XBP1) activation; hit rate 0.33% among 330,000; AID 463104; CHO-XBP1 luciferase reporter, IRE1-XBP1 UPR activation, luminescence; percent of tunicamycin response, DMSO as zero; activation, % at 20 µM;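 active means versus positive control, 20 µM dose yields 30% or more activation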;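 further: 100% = tunicamycin at 10 µg/mL and 0% = DMSO only wells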
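incubation = overnight seeding at 37 °C, 6 h compound treatment at 37 °C | assay system = CHO-XBP1 cells stably carrying IRE1-XBP1-driven luciferase reporter | input = 1000 cells per well | detection = luciferase luminescence | dosing = single point, 20 µM final compound, 1% DMSO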
Mdm2 MdmX PPI – human Mdm2/MdmX binding inhibition; O15151+Q00987; SaOS-2 split-luciferase Mdm2/MdmX complementation, luminescence; inhibition, % at 8 µM; hit rate 3% among 330,000; AID 485346;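 active means inhibition of at least 50% at 8 µM in the primary screen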
APJ ag – agonists of human APJ apelin receptor | P35414 | CHO-K1 APJ PathHunter beta-arrestin, luminescence; 0% DMSO wells, 100% apelin | activation, % at 20 µM | hit rate 0.11% among 330,000;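 active means activation more than six SD over the plate average, tested at 20 µM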;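 further: 0% = DMSO alone and 100% = apelin-13 at 10 nM; some results filed as inactive read as strong as hits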
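Assay system: CHO-K1 APJ beta-arrestin complementation cell line / Compound: single test compound dose, 20 µM final, 1% DMSO / Times: overnight seeding, 90 min compound at 25 °C, 1 h detection / Technique: beta-gal luminescence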
CHOP UPR activ – activators of apoptotic arm of unfolded protein response (CHOP) | activation, % at 10 µM | hit rate 0.34% among 330,000 | CHO-CHOP luciferase reporter, UPR activation, luminescence; percent of tunicamycin response over DMSO baseline;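 active means at 10 µM dose, activation of 40% or more, normalized to positive control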;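 further: 100% = tunicamycin at 10 µg/mL and 0% = DMSO alone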
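assay system = CHO CHOP reporter cells | amount = 500 CHO-CHOP cells per well | buffer or medium = F12 with 10% FBS | incubation = 16-18 h cell attachment, then 6 h compound exposure, 37 °C | detection = luminescence read with Steady-Glo | read-out = percent activation relative to tunicamycin control | controls = tunicamycin high control, DMSO low control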
TIM10 inh – growth inhibitors of TIM10 yeast strain. inhibition, % at 10 µM. S. cerevisiae TIM10 strain growth, BacTiter-Glo luminescence, 24 h. hit rate 1.4% among 330,000;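 active means inhibition of 40% or more at the single tested concentration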;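 further: wild-type TIM10 isogenic control strain grown at permissive 25 °C; 0% = DMSO yeast wells and 100% = minimal medium wells without yeast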
Numbers without * were called inactive; x = not tested or not shown.

SMILES	NLRP3 yeast inh	GRIN3A LBD mod	tim23-1 inh	tim10-1 inh	XBP1 UPR activ	Mdm2 MdmX PPI	APJ ag	CHOP UPR activ	TIM10 inh
Cc1csc(NC(=O)/C=C/c2ccco2)n1	23	-1	-2	14	-1	-86	1	4.3	1
CC(C)CN(CC(C)C)S(=O)(=O)N1CCC(C(=O)NCCN2CCOCC2)CC1	8	-2	-3	-7	-3	-3	-2	0.7	1
CS(=O)(=O)N(CC(=O)Nc1cc(Cl)ccc1Cl)c1ccccc1Cl	0	-2	23	15	-2	-12	-2	2.4	13
CCOC(=O)c1ccc2ncc(C(=O)OCC)c(Nc3ccc(N4CCOCC4)cc3)c2c1	15	-6	37	21	-1	68*	7	0.4	37
Fc1ccc(/C=N/c2c(-c3ccc(F)cc3)nc3n2CCS3)cc1	23	-2	11	15	1	6	1	-0.2	18
CC1C(=O)N2CCCc3cc(S(=O)(=O)NCc4ccc(F)cc4)cc1c32 (centres undefined)	-6	x	0	-2	-1	27	1	-0.2	4
CCCCC(CC)CNC(=O)C1C2C=CC(C2)C1C(=O)O (centres undefined)	14	2	2	1	-2	-1	0	1.5	-1
Cc1ccccc1C(=O)Nc1ccc(N2CCCCCC2)cc1	2	0	36	17	7	-24	-5	4.2	27
C=CCN(c1ccc(C(=O)Nc2ccc3c(c2)n(C)c(=O)n3C)cc1)S(C)(=O)=O	31	0	-8	3	-3	44	-1	0.8	-4
CCOC(=O)C1=C(c2ccccc2)NC(=O)NC1c1ccc(O)c(OCC)c1 (centres undefined)	2	-1	4	16	-4	12	-1	1.2	10
O=C(Nc1cccc(-n2cnnn2)c1)c1cccc(Cl)c1	3	-3	-14	11	-5	-14	1	-0.9	-9
COc1ccc(OC)c(C(=O)NC(CC(N)=O)c2ccc(N3CCC(N4CCCC4)CC3)c([N+](=O)[O-])c2)c1 (centres undefined)	-2	0	2	-2	-2	18	-4	-2.5	3
CCN(Cc1ccccc1)c1ccc(/C=N/N=C(N)N)cc1	19	6	44	-53	-2	98*	11	-1.8	-47
CCN1CCN(c2cc(C)c3cc(NC(=S)NCCN(C)C)ccc3n2)CC1	11	0	-19	-15	5	-12	3	1.1	-1
COC(=O)C1CCN(C(=O)CN2C(=O)c3ccccc3S2(=O)=O)CC1	5	1	3	5	-3	33	-2	-2.1	-1
COc1cccc(C(=O)Nc2cc3c(cc2N2CCOCC2)n(C)c(=O)n3C)c1	5	1	11	12	5	17	3	-1.5	11
Cc1noc(C)c1C(=O)Nc1nc(C23CC4CC(CC(C4)C2)C3)cs1	33	-6	44	52*	3	36	-1	6.4	48*
CC(C)N1CCC(N2CCN(Cc3ccc(C#CC(C)(C)O)s3)CC2CCO)CC1 (centres undefined)	-10	3	3	8	0	-2	-3	-1.3	-6
CN(C(=O)COC(=O)CSc1ccc([N+](=O)[O-])cc1)C1CCS(=O)(=O)C1 (centres undefined)	18	3	-11	-13	-1	15	-2	0.1	-6
CN(C)S(=O)(=O)N1CCN(S(=O)(=O)c2ccccc2)CC1	1	-1	10	7	-1	-1	0	0.8	6

Arranged by formula weight (rising): part of the list above
SMILES	NLRP3 yeast inh	GRIN3A LBD mod	tim23-1 inh	tim10-1 inh	XBP1 UPR activ	Mdm2 MdmX PPI	APJ ag	CHOP UPR activ	TIM10 inh
O=C(Nc1cccc(-n2cnnn2)c1)c1cccc(Cl)c1	3	-3	-14	11	-5	-14	1	-0.9	-9
Cc1noc(C)c1C(=O)Nc1nc(C23CC4CC(CC(C4)C2)C3)cs1	33	-6	44	52*	3	36	-1	6.4	48*
COC(=O)C1CCN(C(=O)CN2C(=O)c3ccccc3S2(=O)=O)CC1	5	1	3	5	-3	33	-2	-2.1	-1
COc1cccc(C(=O)Nc2cc3c(cc2N2CCOCC2)n(C)c(=O)n3C)c1	5	1	11	12	5	17	3	-1.5	11
CN(C(=O)COC(=O)CSc1ccc([N+](=O)[O-])cc1)C1CCS(=O)(=O)C1 (centres undefined)	18	3	-11	-13	-1	15	-2	0.1	-6
CC(C)N1CCC(N2CCN(Cc3ccc(C#CC(C)(C)O)s3)CC2CCO)CC1 (centres undefined)	-10	3	3	8	0	-2	-3	-1.3	-6
COc1ccc(OC)c(C(=O)NC(CC(N)=O)c2ccc(N3CCC(N4CCCC4)CC3)c([N+](=O)[O-])c2)c1 (centres undefined)	-2	0	2	-2	-2	18	-4	-2.5	3

(listing goes on)
SMILES	NLRP3 yeast inh	GRIN3A LBD mod	tim23-1 inh	tim10-1 inh	XBP1 UPR activ	Mdm2 MdmX PPI	APJ ag	CHOP UPR activ	TIM10 inh
O=C1CC(c2ccccc2)=Nc2ccccc2N1	25	0	13	-2	1	-3	4	1.4	-18
COc1ccc(C(=O)COC(=O)c2ccco2)cc1	-2	-2	6	1	-7	-28	-1	-3.3	-5
COCCN1C(=O)N(c2ccc(Cl)cc2)C(=O)C1CC(=O)Nc1cc(OC)cc(OC)c1 (centres undefined)	13	0	-7	-3	-7	22	2	1.5	-1
CCC(C)Nc1nc(C)nc2c1oc1ccccc12 (centres undefined)	-25	0	36	20	-5	-12	4	-1.0	29
CCOC(=O)c1cccnc1NC(=O)c1ccccc1	15	-2	-2	4	-2	-15	-3	-1.1	-1
CCN(CC)c1ccc(NC(=S)NC(=O)c2ccco2)cc1	29	0	13	32	3	-32	-2	4.5	36
Cc1[nH]c(=O)[nH]c(=O)c1/C=N/NC(=O)[C@H](CC(C)C)NC(=O)OC(C)(C)C	4	1	12	-16	-6	-11	-1	0.3	-2
CCOC(=O)C1(Nc2nccs2)Sc2ccccc2NC1=O (centres undefined)	-1	-1	16	20	0	57*	0	-2.1	8
CCOC(=O)c1sc(NC(=O)CSc2ncn[nH]2)c(C#N)c1C	11	-6	-1	11	-2	28	0	0.1	2
CCc1ccc(-n2c(C)nc3cc(C(=O)NCc4cccnc4)ccc32)cc1	-1	-3	8	23	-3	24	-1	1.6	8
O=C(CN1C(=O)NC2(CCCc3ccccc32)C1=O)c1ccc(F)cc1 (centres undefined)	12	0	2	10	0	23	1	0.6	-14
N#C/C(=C(/O)c1ccccc1F)c1nc2cc(C(F)(F)F)ccc2s1	29	9	17	8	-3	8	-3	2.8	-1
Cc1nnc(SC(C(=O)Nc2ccc(Cl)c([N+](=O)[O-])c2)c2ccccc2)[nH]c1=O (centres undefined)	3	5	17	15	0	8	-2	1.0	-8
O=C(NCc1ccccc1C(F)(F)F)c1cccc2c1C(=O)c1ccc(N3CCCCC3)cc1S2(=O)=O	10	-6	-13	-3	0	48	-1	2.7	-9
CC1CN(C(=O)COC(=O)[C@@H](NC(=O)c2ccccc2Cl)C(C)C)CC(C)O1 (some centres undefined)	-6	-2	18	6	-1	12	-3	-1.2	3
COc1ccccc1NCCC(=O)OCC(=O)Nc1cccc(S(=O)(=O)N(C)C)c1	2	0	1	-1	-1	2	-6	-0.1	4
COC(=O)CSc1nnc(-c2ccc(S(=O)(=O)N3CCCC3)cc2)o1	9	-2	12	1	-3	16	-1	0.1	-9
COc1ccccc1N(CC(O)COc1ccccc1C)S(=O)(=O)c1ccccc1 (centres undefined)	8	-1	25	32	1	28	-1	3.0	22
COc1cc(/C=C2/C(=O)N=C(N)N2C)cc(OC)c1OC	17	-1	14	-6	-1	11	-1	-4.5	1
Cc1noc(C)c1S(=O)(=O)Nc1ccc2c(c1)CC(=O)N([C@H](C)CO)C[C@H](C)[C@H](CN(C)S(=O)(=O)c1ccc(F)cc1)O2	11	0	16	11	-1	18	-3	-0.1	-2
COc1cccc(NC(=O)COC(=O)c2c(C)nn(-c3ccccc3)c2C)c1	10	0	38	7	0	13	-4	-2.0	21
O=C(O)c1cc(NN=Nc2cccc([N+](=O)[O-])c2)cc([N+](=O)[O-])c1	9	4	3	16	-1	-4	-4	0.8	0
CCn1ccnc1CN(C)Cc1cn(-c2ccc(C)cc2)nc1-c1cccc(C)c1	22	24*	10	2	0	24	-3	1.0	24
O=C(NCc1ccco1)c1cc2ccccc2o1	15	4	-2	-2	4	23	1	0.2	-21
CCn1c(Cn2nnc(-c3ccccc3)n2)nnc1SCc1ccc(Cl)c(Cl)c1	25	-12	53*	33	-3	23	-1	-1.4	28
C=CCn1c(SCC(=O)c2c(N)n(C3CC3)c(=O)[nH]c2=O)nnc1-c1ccoc1C	18	1	-17	-15	-1	3	-3	-0.6	-10
CN(CCCNC(=O)c1ccc(CS(=O)c2ccc(Br)cc2)o1)Cc1ccccc1 (centres undefined)	7	-3	-4	-5	-8	14	-9	0.7	-10
C=CCSC1=N/C(=C\c2ccsc2)C(=O)S1	1	1	13	15	13	8	-1	-0.3	17
CCCc1cc(=O)[nH]c(SCC(=O)Nc2nonc2C)n1	6	-2	-7	-14	-2	2	-1	1.1	12
CCCCn1cnc2c(c1=O)c1nc3ccccc3nc1n2Cc1ccc2c(c1)OCO2	11	-2	4	10	1	12	-1	-1.1	-13
COc1ccc2nc3ccccc3nc2c1NC(=O)c1ccccc1Cl	19	-1	22	22	0	13	-1	-1.2	1
Cc1ccc(NS(=O)(=O)c2c(C)[nH]c(C)c2C(=O)N2CCCCC2)c(Cl)c1	15	1	2	-2	3	22	-3	0.2	-2
O=C(CCc1nc(-c2ccccc2)no1)NC1CCCCC1	13	1	22	21	2	2	-5	-0.5	12
CCOc1ccc(CN(C)C(=O)CNC(=O)Cc2cccc3ccccc23)cc1	40	1	29	14	-5	-12	1	-0.5	14
CCOCCN1CCN(c2c(CC)c(C)nc3cc(-c4cc(OC)cc(OC)c4)nn23)CC1	17	2	-74	-29	3	16	-5	-0.3	-89
O=C(OCN1C(=O)c2ccccc2C1=O)c1ccccc1	14	2	25	17	0	-5	1	4.4	9
Cc1cc(N2CCN(Cc3nc(-c4ccc(Cl)cc4)oc3C)CC2)cc(C)n1	12	-1	10	0	-2	64*	-1	0.9	-9
O=C([C@@H]1CC=C[C@@H]2CCN(C3CC3)C(=O)[C@@H]21)N1CCN(c2ccccc2)CC1	13	-2	-3	-7	1	12	-4	2.3	-5
CC1CCOC2(O1)C(=O)N(CN1CCN(c3ccccc3F)CC1)c1ccccc12 (centres undefined)	-7	0	14	10	3	1	-4	-2.6	19
CN(C(=O)CSc1nnc2ccccn12)c1c(N)n(Cc2ccccc2)c(=O)[nH]c1=O	-8	-2	-5	-3	-2	-9	-1	0.7	5
COc1ccc(NC(=O)c2ccc3c(c2)OCO3)cc1[N+](=O)[O-]	12	-1	-20	-6	4	13	-1	1.4	-16
CN(C)Cc1c(C(=O)N/N=C/c2cccc(OCc3ccc(F)cc3)c2)nnn1-c1nonc1N	11	3	-14	-11	-2	11	3	-0.6	-13
COc1ccc(OC)c(S(=O)(=O)Nc2ccccc2C)c1	-6	-1	2	0	2	18	-6	-0.7	4
CCCCNC(=O)Nc1ccccc1C(=O)Nc1ccc(OC)cc1	5	11*	18	11	-1	-5	0	-2.8	15
O=C(/C=C/c1c(Cl)cccc1Cl)NCc1ccco1	23	0	-1	13	1	-2	-3	0.9	-5
CCC(=O)Nc1ccc(Cl)c(NC(=S)NC(=O)c2cc3ccccc3o2)c1	15	25*	-25	0	3	40	-7	9.8	-3
O=C(CSc1nc2ccccc2c(=O)n1CC1CCCO1)NCCc1ccccc1 (centres undefined)	0	0	18	26	-4	0	-5	-0.6	14
